Fluorescein fluor = qHTS Assay for Spectroscopic Profiling in Fluorescein Spectral Region; Compound autofluorescence, 480/540 nm, fluorescein-equivalent; stronger effect = higher value; max fluorescein-equivalent concentration, M; 59,000 tested, 0.91% active; in the data active = max fluorescein-equivalent concentration above about 10 nM; inconclusive = between about 1.1 nM and that limit
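Compounds were pin-transferred into 100 mM Tris buffer, pH 8.0, and incubated 15 min at room temperature. Fluorescence was read at 480 nm excitation/540 nm emission. Signals were normalized to an on-plate six-point fluorescein standard curve as dye-equivalent concentration.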
Caspase-7 inhib = qHTS Assay for Allosteric/Competitive Inhibitors of Caspase-7; recombinant caspase-7, Ac-DEVD-AFC fluorescence rate; Potency, µM (series often up to 57.5 µM), inactives show top-dose activity change, negative = inhibition, most hits filed as inhibitors; 75,000 tested, 0.02% active; active = well fitted inhibition curve with a large enough effect in the main read-out, with a control signal flat, not every such curve was filed as active; inconclusive = small, poorly fitted or top-dose-only effect, or a change in a side signal; also: potency is read from the fitted curve at half-maximal effect; % of control where 0% means no effect
ERK AVP block = qHTS Assay for Inhibitors of the ERK Signaling Pathway using a Homogeneous Screening Assay; 72,000 tested, 0.99% active; AID 995, 2007; Potency, µM (series often up to 57.5 µM), for the others: at the highest dose activity, negative = inhibition, usual class: inhibitors; HEK293-V1b, vasopressin-stimulated pERK AlphaScreen; also: potency is read from the fitted curve at half-maximal effect; % is scaled to controls: 0 for no effect and ±100 for the full control effect; nearly all actives have a fitted effect of over 55% in size
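HEK293 cells stably expressing V1b receptor, preincubated 30 min at 37 °C with compound, then stimulated 5 min with 25 nM vasopressin. Phospho-ERK by AlphaScreen SureFire after 5 h RT; normalized to DMSO and vasopressin; AC50 by Hill fit.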
HADH2 inh = qHTS Assay for Inhibitors of HADH2 (Hydroxyacyl-Coenzyme A Dehydrogenase, Type II) | 3-hydroxyacyl-CoA dehydrogenase type-2 (Homo sapiens), Q99714 | recombinant HADH2, NADH fluorescence, beta-hydroxybutyryl-CoA | Potency, µM (series often up to 57.1 µM), for inactives: top-dose activity change, negative = inhibition, hits mostly inhibitors | 73,000 tested, 3.4% active; also: potency is read from the fitted curve at half-maximal effect; % is scaled to controls: 0 for no effect and ±100 for the full control effect; nearly all actives have a fitted effect of over 60% in size; many of its hits are not listed in these tables
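Buffer 100 mM Tris-HCl pH 9.0/0.01% Tween-20; HADH2 20 nM; NAD+ 1 mM; beta-hydroxybutyryl-CoA 90 uM (all final). 15 min cpd preincubation, RT.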
TexasRed autofl = qHTS Assay for Spectroscopic Profiling in Texas Red Spectral Region; AID 587, 2007; 59,000 tested, 0.06% active; Compound fluorescence, Texas Red channel, 547/618 nm; stronger effect = higher value; max dye-equivalent concentration, M; in the data active = max dye-equivalent concentration above about 10 nM; inconclusive = between about 1.1 nM and that limit
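Dye-equivalent concentrations come from scaling compound signal (ex 547, em 618 nm) to six Texas Red standard concentrations run on every plate, after 15 min room-temperature incubation in pH 8.0 Tris (100 mM).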
Luciferase inh = qHTS Assay for Inhibitors of Firefly Luciferase | purified firefly luciferase, luminescence, 8 min | Potency, µM (doses to about 57.1 µM), without a hit: top-dose activity change, negative = inhibition, hits mostly inhibitors | 72,000 tested, 2.2% active | AID 411, 2009; also: potency is read from the fitted curve at half-maximal effect; % is scaled to controls: 0 for no effect and ±100 for the full control effect; nearly all actives have a fitted effect of over 40% in size
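Titration-based qHTS; buffer 50 mM imidazole pH 7.2, 50 mM KCl, 7 mM MgCl2, 10 uM ATP, 0.01% Tween 20, 0.05% BSA; luciferase/luciferin detector mix added after compound; 8 min, ambient; luminescence.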
USP2a inhib = qHTS Assay for Inhibitors of Ubiquitin-specific Protease USP2a; Ubiquitin carboxyl-terminal hydrolase 2 (Homo sapiens), O75604; USP2a enzymatic assay, qHTS inhibition; Potency, µM (highest dose often 38.3 µM), for inactives: top-dose activity change, negative = inhibition, actives largely listed as inhibitors; 60,000 tested, 0.1% active;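 also: potency is read from the fitted curve at half-maximal effect; nearly all actives have a fitted effect of over 60% in size; plate controls were DMSO for no effect and NEM full inhibition control for full effect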
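USP2 core (20nM final) preincubated 30 min RT with compound, then Ub-PLA2 20nM and NBD C6-HPC 20uM final added; buffer 20mM Tris-HCl pH 8.0, 2mM CaCl2. Fluorescence Ex 460/Em 535 read at 0 and 2.5 h; normalized to NEM.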
Casp1 inh = qHTS Assay for Allosteric/Competitive Inhibitors of Caspase-1; Caspase-1 enzyme, Ac-WEHD-AFC fluorogenic rate; Potency, µM (series often up to 57.5 µM), for the others: at the highest dose activity change, negative = inhibition, usual class: inhibitors; 75,000 tested, 0.03% active; AID 900, 2007;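 also: potency is read from the fitted curve at half-maximal effect; plate controls were vehicle for no effect and no substrate for full effect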
Target sequence (P29466 120-297 limits assumed): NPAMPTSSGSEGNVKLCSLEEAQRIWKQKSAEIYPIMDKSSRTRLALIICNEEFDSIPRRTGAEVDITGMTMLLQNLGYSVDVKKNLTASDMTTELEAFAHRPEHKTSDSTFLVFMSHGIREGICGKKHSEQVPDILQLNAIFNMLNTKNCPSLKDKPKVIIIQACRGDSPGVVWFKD
Target sequence (P29466 317-404 limits assumed): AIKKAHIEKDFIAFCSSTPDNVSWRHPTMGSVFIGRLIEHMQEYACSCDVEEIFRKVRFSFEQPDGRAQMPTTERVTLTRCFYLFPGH
Tau fil binding = qHTS Assay for Tau Filament Binding; Potency, µM (series often up to 57.1 µM), without a hit: at the top dose activity change, negative = inhibition; recombinant tau filaments, thioflavin S fluorescence, 15 h; filaments grown with octadecylsulfate alongside compound; 71,000 tested, 2% active;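 also: potency is read from the fitted curve at half-maximal effect; % is scaled to controls: 0 for no effect and ±100 for the full control effect; actives lower thioflavin S fluorescence by blocking filaments or displacing dye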
Target sequence (P10636 whole entry, looked up): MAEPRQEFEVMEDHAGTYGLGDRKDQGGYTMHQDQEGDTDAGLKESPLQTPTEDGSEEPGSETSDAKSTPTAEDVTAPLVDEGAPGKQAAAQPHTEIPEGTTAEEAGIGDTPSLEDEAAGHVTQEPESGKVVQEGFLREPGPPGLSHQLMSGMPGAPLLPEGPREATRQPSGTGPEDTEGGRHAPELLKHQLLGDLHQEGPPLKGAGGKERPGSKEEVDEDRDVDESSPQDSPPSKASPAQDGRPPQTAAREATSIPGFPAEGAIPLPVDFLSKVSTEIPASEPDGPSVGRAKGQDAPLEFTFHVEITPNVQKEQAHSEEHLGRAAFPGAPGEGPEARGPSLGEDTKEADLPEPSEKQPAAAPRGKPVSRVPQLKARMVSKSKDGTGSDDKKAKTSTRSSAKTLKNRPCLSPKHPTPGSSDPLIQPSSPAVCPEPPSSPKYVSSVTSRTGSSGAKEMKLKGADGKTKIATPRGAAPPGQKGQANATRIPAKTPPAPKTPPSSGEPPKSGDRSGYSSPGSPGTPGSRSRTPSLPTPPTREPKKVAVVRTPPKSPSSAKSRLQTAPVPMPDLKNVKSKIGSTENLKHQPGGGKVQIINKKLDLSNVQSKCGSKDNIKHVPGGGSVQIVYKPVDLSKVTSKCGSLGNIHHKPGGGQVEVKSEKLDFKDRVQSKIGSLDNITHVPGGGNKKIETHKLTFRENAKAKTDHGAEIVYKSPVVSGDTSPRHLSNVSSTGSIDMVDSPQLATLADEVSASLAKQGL
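Recombinant tau protein (human, 1 uM final) plus 30 uM ODS in HEPES pH 7.4 with NaCl, DTT and thioflavine S. Compound present from the start; fluorescence at 510 nm after 15 h, 37 C.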
Rhodamine autofl = qHTS Assay for Spectroscopic Profiling in Rhodamine Spectral Region; Rhodamine-region fluorescence, 547/598 nm, Tris buffer; stronger effect = higher value; max dye-equivalent concentration, M; 59,000 tested, 0.05% active; AID 594, 2007; in the data active = max dye-equivalent concentration above about 11 nM; inconclusive = between about 1.1 nM and that limit
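Read-out is relative fluorescence at 547 nm excitation and 598 nm emission, expressed as dye-equivalent concentration using rhodamine standards on every plate. Each compound was profiled across a concentration series after 15 min in 100 mM Tris, pH 8.0.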
HEK293 cAMP ctrl = qHTS Assay for Agonists of the Thyroid Stimulating Hormone Receptor: Activators of Intracellular cAMP Concentrations in Parental HEK 293. Potency, µM (titrated, usually from 57.1 µM), for the others: at the top dose activation, usual class: activators. 73,000 tested, 2.5% active. AID 938, 2007. parental HEK293 CNG cAMP sensor, membrane potential fluorescence; also: potency is read from the fitted curve at half-maximal effect; % of control where 0% means no effect; nearly all actives have a fitted effect of over 55% in size
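Counterscreen for endogenous-receptor signalling: CNG-channel HEK 293 cells report cAMP rise by membrane depolarization. After 60 min dye equilibration with 100 uM RO 20-1724, compounds incubated 30 min before bottom-read fluorescence at 590 nm.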
The depositor's hits bear a star; i = inactive; u = inconclusive; x = not tested or not shown; [ ] = remark or other dose. Unless noted, calls follow the shape of the dose curve; as a rule, active = well fitted curve in the direction sought with a large enough effect; inconclusive = small, poorly fitted or top-dose-only effect, or another doubt; inactive = no such curve, though single readings can be large; an effect the other way counts as inactive or inconclusive. Some of the compounds tested; rates above refer to the full screens.

# | Molecule | Fluorescein fluor | Caspase-7 inhib | ERK AVP block | HADH2 inh | TexasRed autofl | Luciferase inh | USP2a inhib | Casp1 inh | Tau fil binding | Rhodamine autofl | HEK293 cAMP ctrl
1 | O=C(NC1CCCC1)C1CC1c1ccccc1 (configuration not stated) | i | 1% | -6% | 1% | i | 2% | 0% | 2% | -11% | i | 4%
2 | C[C@H]1CC[C@H]2C(=O)N3[C@H](c4ccc(Br)cc4)[C@@H](C)CC[C@H]3C(=O)N2[C@@H]1c1ccc(Br)cc1 | x | 1%[11.5 µM] | 5%[11.5 µM] | -3%[11.4 µM] | x | 0%[11.4 µM] | x | 0%[11.5 µM] | x | x | u
3 | Cc1csc(NC(=O)CSc2nc(C)cs2)n1 | u | -1% | -12% | 1% | i | -5% | 2% | -2% | 54% | i | 9%
4 | Cc1cnc(-c2nnc(N(C)C(=O)c3cnccn3)s2)cn1 | i | 0% | -2% | 7% | i | 1% | 3% | -2% | -1% | i | 1%
5 | O=C1Nc2ccccc2C(O)(C(=O)NCc2ccco2)N1c1ccccc1 (configuration not stated) | i | 3% | 15% | -2% | i | 2% | 0% | 2% | 3% | i | 6%
6 | O=C(O)CCc1ccc(-c2cccs2)n1Cc1ccco1 | i | -17% | -18% | u | u | -2% | 11% | -13% | -9% | i | 29%
7 | Cc1cc(C)c2c(n1)nn1c(N3CCN(c4ccccc4C)CC3)cc(C)nc21 | u | -19% | -13% | 13% | i | 0% | 9% | -12% | 3% | i | u
8 | CCOc1ccc(C2CC(c3ccc(F)cc3)n3ncnc3N2)cc1 (configuration not stated) | x | -4% | -3% | 4% | x | 0% | x | 0% | 17% | x | 15%
9 | CCOc1ccc(OCC)c(NC(=O)C(NS(=O)(=O)c2ccc3c(c2)oc(=O)n3C)C(C)C)c1 (configuration not stated) | i | 1% | 11% | 12% | i | 3% | 9% | 0% | -3% | i | -9%
10 | O=c1[nH]c2ccccc2nc1Cc1ccccc1 | u | -2% | -28% | -23% | i | -2% | -15% | -3% | -16% | i | -1%
11 | Nc1c(Cl)cc(Cl)cc1Cl | x | -1% | 26% | -4% | x | x | x | -6% | 5% | x | 21%
12 | Cc1nn(CC(O)Cn2c3c(c4ccccc42)CCN(C)C3=O)c(C)c1Br (configuration not stated) | i | -3% | -20% | u | i | 0% | 51%[activator] | -7% | 13% | i | 23%
13 | CCC(c1nnnn1C1CCCC1)N1CCN(c2ccccc2)CC1 (configuration not stated) | u | 0% | 9% | 6% | i | -5% | 2% | 0% | -2% | i | u
14 | Cc1nn2c3ccccc3nc2c2ccccc12 | u | -1% | -10% | 1% | i | -19% | 14% | 0% | 18% | i | u
15 | O=C1c2ccccc2C(=O)N1CCCc1nc(-c2cccnc2)no1 | u | -2% | -3% | 16% | i | -1% | 5% | -1% | -10% | i | 0%
16 | Nc1nonc1C(=O)NCCNCc1ccccc1OCc1ccccc1F | i | 1% | -1% | 5% | i | 1% | 14% | 2% | -8% | i | u
17 | O=C1CN(C(=O)c2cccs2)c2ccccc2N1 | i | -3% | -4% | 4% | u | 2% | 10% | -2% | 77% | i | 12%
18 | CCCCCOC(=O)c1[nH]c2c(c1C)C(=O)CC(c1ccco1)C2 (configuration not stated) | x | -9% | -11% | -3% | x | 3% | x | 0% | 105% | x | 29%
19 | O=C(CSc1nnc(Cc2ccccc2)n1-c1cccc(Cl)c1)N1CCOCC1 | i | 0% | -17% | 6% | i | 0% | 8% | -2% | 11% | i | 6%
20 | CC1=CCC2C(=O)N(c3nc4ccccc4n3C)C(=O)C2C1 (configuration not stated) | i | 0% | -29% | -2% | u | -5% | 1% | 0% | 1% | i | u
21 | CCOC(=O)c1c(C)[nH]c(C(=O)COc2ccc3c(c2)OCO3)c1C | u | -1% | -23% | 0% | i | 1% | 24% | -5% | 77% | i | 25%
22 | Cc1ccc(CNc2ccc(N3CCOCC3)cc2)s1 | i | -2% | -6% | 18% | i | 13µM* | 4% | -2% | -13% | i | -8%
23 | O=C(c1cc2c(=O)oc3ccccc3c2s1)N1CCN(c2ncccn2)CC1 | u | 0% | -6% | -3% | i | 1% | 2% | 3% | -9% | i | 2%
24 | COc1cc(CNc2cccc(F)c2)cc(Br)c1O | x | -4% | 9% | 13µM* | x | -1% | 32%[activator] | -3% | -6% | x | -11%

Some of these compounds in order of formula weight, smallest number first.
# | Molecule | Fluorescein fluor | Caspase-7 inhib | ERK AVP block | HADH2 inh | TexasRed autofl | Luciferase inh | USP2a inhib | Casp1 inh | Tau fil binding | Rhodamine autofl | HEK293 cAMP ctrl
14 | Cc1nn2c3ccccc3nc2c2ccccc12 | u | -1% | -10% | 1% | i | -19% | 14% | 0% | 18% | i | u
17 | O=C1CN(C(=O)c2cccs2)c2ccccc2N1 | i | -3% | -4% | 4% | u | 2% | 10% | -2% | 77% | i | 12%
21 | CCOC(=O)c1c(C)[nH]c(C(=O)COc2ccc3c(c2)OCO3)c1C | u | -1% | -23% | 0% | i | 1% | 24% | -5% | 77% | i | 25%
16 | Nc1nonc1C(=O)NCCNCc1ccccc1OCc1ccccc1F | i | 1% | -1% | 5% | i | 1% | 14% | 2% | -8% | i | u

(listing goes on)
# | Molecule | Fluorescein fluor | Caspase-7 inhib | ERK AVP block | HADH2 inh | TexasRed autofl | Luciferase inh | USP2a inhib | Casp1 inh | Tau fil binding | Rhodamine autofl | HEK293 cAMP ctrl
25 | O=C1[C@H]2[C@H]3[C@H](O)[C@H](O)C/C(=N/OC[C@@H](O)COCc4ccco4)[C@H]3CC[C@@H]2C(=O)N1Cc1ccccc1 | x | -1%[11.5 µM] | 6%[11.5 µM] | 3%[11.4 µM] | x | 1%[11.4 µM] | x | -1%[11.5 µM] | x | x | -1%[11.4 µM]
26 | O=C(CN1CCN(C(=O)N2CCOCC2)CC1)Nc1ccc(Br)cc1 | i | 0% | -10% | 20% | i | 2% | 4% | 3% | 14% | i | -3%
27 | COc1ccc(CN(Cc2nc3ccccc3c(=O)[nH]2)C(=O)NC2CCCCC2)cc1 | i | 2% | -17% | 8% | i | 0% | 27% | 0% | 3% | i | 20%
28 | COc1ccccc1CNc1ncncc1-c1ccccc1CN(C)C | i | 0% | -2% | 8% | i | 0%[2.29 µM] | -7% | 1% | 1% | i | 16%
29 | COc1ccc(NC(=O)c2ccco2)cc1NC(=O)c1ccc(C)cc1 | i | -1% | 4% | 10% | i | -2% | 22% | 0% | 8% | i | 29%
30 | CCOc1ccc(NC(=O)CSC(N)=O)cc1 | i | 2% | 18% | 15% | i | -4% | -6% | -1% | -5% | i | 6%
31 | Cc1ccc(C(=O)c2cncc(Br)c2)cc1 | i | -1% | 9% | -26% | i | 0% | 1% | -1% | -8% | i | -1%
32 | CCOC(=O)C1=C(CNCc2ccccc2Cl)NC(=O)NC1c1ccc2c(c1)OCO2 (configuration not stated) | u | -4% | u | 1% | i | 1% | 10% | -2% | 16µM* | i | u
33 | CCn1c(=O)cc(SCC(=O)N2CCN(c3ccccc3OC)CC2)c2ccccc21 | i | 0% | 25µM* | -13% | i | 1% | 34%[activator] | -3% | 20% | i | 14%
34 | COc1ccc2[nH]c(=O)c(CN(CC3CCCO3)C(=O)Nc3ccc(F)cc3)cc2c1 (configuration not stated) | u | 0% | 13µM* | -17% | i | 1% | 17% | 3% | 4% | i | 17%
35 | c1csc(CNc2ncnc3ccc(-c4ccc5c(c4)OCO5)cc23)c1 | u | -3% | u | -15% | i | 1%[2.29 µM] | 25% | -4% | 52% | i | u
36 | O=C(Cn1nc(-c2ccccc2)ccc1=O)NCc1ccc2c(c1)OCO2 | u | 3% | -8% | 5% | i | 0% | -3% | 2% | 2% | i | -3%

Screens: PubChem, National Center for Advancing Translational Sciences (NCATS)
